RGS12 GoLoco inh: RGS12 GoLoco-Gai1 interaction inhibition; Potency, µM (series often up to 61.6 µM), for inactives: at the highest dose activity, negative = inhibition, most hits filed as inhibitors; Gai1:RGS12 GoLoco peptide FP, rhodamine, 10 min; 230,000 tested, 0.44% active; AID 880; active means well fitted inhibition curve with a large enough effect, not every such curve was filed as active; inactive means no such curve, though single readings can be large or run the other way; further: on the % scale 0 is the no-effect control and ±100 the full control effect; nearly all actives have a fitted effect of over 30% in size; many of its hits are not listed in these tables
SMN2 splice up: enhancers of SMN2 splice variant expression. 210,000 tested, 2.8% active. AID 1458. HEK293 SMN2-luciferase splicing reporter, luminescence, 30-36 h. Potency, µM (series often up to 46.1 µM), for the others: at the highest dose activity change, positive = activation, usual class: activators; further: % of control where 0% means no effect; nearly all actives have a fitted effect of over 55% in size
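HEK293 cells carry an SMN2 […]–luciferase reporter in which exon 7 inclusion puts luciferase in frame. Cells were plated 10-12 h before compound addition, then incubated 30-36 h at 37C. ONE-Glo luminescence was read; sodium butyrate at 4.5 mM final served as control.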
GAA glycogen: GAA glycogen-cleavage inhibition or activation; P10253; recombinant GAA, glycogen substrate, Amplex Red glucose oxidase fluorescence; Potency, µM (series often up to 76.4 µM), for inactives: at the top dose activity change, negative = inhibition, hits mostly inhibitors; 300,000 tested, 0.38% active; AID 2100;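 further: 0% = full enzyme reaction and -100% = no-enzyme basal signal; the screen sought inhibitors and activators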
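Recombinant enzyme (4 nM final) with compounds titrated up to 77 uM and bovine liver glycogen (30 ug) in citrate pH 5.0, 0.01% Tween-20, 37 C 40 min. Released glucose detected by Amplex Red/glucose oxidase (Ex 573/Em 610); AC50 from Hill fits.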
GAA inh: blocks human lysosomal alpha-glucosidase | P10253 | purified human GAA, 4-MU-alpha-glucoside fluorescence | Potency, µM (titrated, usually from 76.9 µM), without a hit: at the top dose activity change, negative = inhibition, most hits filed as inhibitors | 200,000 tested, 0.005% active | AID 1466;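 further: plate controls were uninhibited enzyme wells for no effect and no-enzyme background for full effect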
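qHTS format, compound range up to 77 uM. Human lysosomal enzyme at 4 nM, 400 uM 4-MU glucoside substrate, pH 5.0, 20 min room temperature; fluorescence after alkaline stop gives activity normalized to controls.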
aGlu spleen mod: lysosomal alpha-glucosidase (human) modulation; P10253; Potency, µM (top dose mostly 79.9 µM), for the others: at the top dose activity change, negative = inhibition, hits mostly inhibitors; 240,000 tested, 0.006% active; human spleen homogenate, 4-MU-alpha-glucoside fluorescence;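 further: 0% = enzyme with vehicle and -100% = no enzyme basal signal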
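Human spleen homogenate (1 ug) incubated with compounds and 1 mM 4-methylumbelliferyl-alpha-D-glucopyranoside in pH 5.0 citrate/phosphate buffer, 37 C, 40 min. Stopped at pH 10; 4-MU fluorescence (Ex 365/Em 440 nm); AC50 by Hill fit.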
JMJD2E inh: inhibitors of human JMJD2E histone demethylase. Potency, µM (top dose mostly 57.1 µM), for inactives: at the top dose activity change, negative = inhibition, actives largely listed as inhibitors. 230,000 tested, 1.6% active. JMJD2E catalytic domain, FDH-coupled NADH fluorescence (FDH is formaldehyde dehydrogenase). B2RXH2; active means well fitted inhibition curve with a large enough effect, not every such curve was filed as active; inconclusive means small, poorly fitted or top-dose-only effect, or another doubt; inactive means no such curve, though single readings can be large or run the other way;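 further: 0% = wells with enzyme and -100% = buffer wells without enzyme; nearly all actives have a fitted effect of over 50% in size; many of its hits are not listed in these tables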
Target sequence (B2RXH2 1-337 limits assumed): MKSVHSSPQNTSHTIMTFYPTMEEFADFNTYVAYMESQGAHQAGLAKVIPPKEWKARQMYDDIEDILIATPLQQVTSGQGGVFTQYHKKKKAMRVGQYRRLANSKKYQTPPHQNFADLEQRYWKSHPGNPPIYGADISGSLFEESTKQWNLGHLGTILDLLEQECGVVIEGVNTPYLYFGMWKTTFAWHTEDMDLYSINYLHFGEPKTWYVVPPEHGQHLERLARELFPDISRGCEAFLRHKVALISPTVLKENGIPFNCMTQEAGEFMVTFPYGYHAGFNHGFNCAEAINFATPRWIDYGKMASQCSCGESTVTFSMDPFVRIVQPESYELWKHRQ
ALDH1A1 block: ALDH1A1 (human) enzyme inhibition; 220,000 tested, 7.3% active; Purified ALDH1A1, NADH fluorescence, propionaldehyde substrate; AID 1030; P00352; Potency, µM (top dose mostly 75.3 µM), inactives show top-dose activity, negative = inhibition, most hits filed as inhibitors; active means well fitted inhibition curve with a large enough effect, not every such curve was filed as active; inconclusive means small, poorly fitted or top-dose-only effect, or another doubt; inactive means no such curve, though single readings can be large or run the other way;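 further: plate controls were no enzyme wells and a reference inhibitor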
Target sequence (P00352 whole entry, looked up): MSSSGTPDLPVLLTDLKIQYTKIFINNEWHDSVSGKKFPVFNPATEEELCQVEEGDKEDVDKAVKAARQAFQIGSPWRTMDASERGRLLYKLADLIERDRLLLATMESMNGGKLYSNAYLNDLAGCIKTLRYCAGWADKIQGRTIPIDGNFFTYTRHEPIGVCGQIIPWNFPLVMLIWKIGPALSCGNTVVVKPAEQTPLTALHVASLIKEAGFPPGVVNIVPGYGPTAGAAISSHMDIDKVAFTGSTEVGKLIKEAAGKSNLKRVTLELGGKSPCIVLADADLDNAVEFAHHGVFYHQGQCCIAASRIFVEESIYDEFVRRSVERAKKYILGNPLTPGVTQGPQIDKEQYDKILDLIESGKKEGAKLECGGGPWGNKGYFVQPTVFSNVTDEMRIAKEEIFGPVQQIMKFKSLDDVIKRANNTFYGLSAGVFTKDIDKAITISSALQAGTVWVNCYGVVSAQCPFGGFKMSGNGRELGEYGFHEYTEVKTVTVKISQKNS
GLA spleen mod: alpha-galactosidase A (human) modulation | Potency, µM (highest dose often 80 µM), without a hit: at the top dose activity change, negative = inhibition, actives largely listed as inhibitors | AID 2107 | human spleen homogenate, 4MU-alpha-Gal fluorescence, 40 min | 240,000 tested, 0.008% active;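 further: 0% = enzyme with vehicle and -100% = no enzyme basal signal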
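qHTS titration in buffer at pH 5.0. Alpha-galactosidase activity in spleen homogenate was measured via 4-methylumbelliferone release from 1 mM fluorogenic substrate after 40 min at 37C and a pH 10 stop. AC50 came from Hill fits of control-normalized data.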
Active calls of the source: *; ? = inconclusive; nt = not tested or not shown; [ ] = dose if it differs, or a comment. Unless noted, the call rests on the fitted dose curve; in most records, active means well fitted curve in the direction sought with a large enough effect; inconclusive means small, poorly fitted or top-dose-only effect, or another doubt; inactive means no such curve, though single readings can be large; an effect the other way counts as inactive or inconclusive. Potency means the concentration at half of the fitted maximal effect. A portion of the library; count on the stated rates, not on these rows.

entry	smiles	RGS12 GoLoco inh	SMN2 splice up	GAA glycogen	GAA inh	aGlu spleen mod	JMJD2E inh	ALDH1A1 block	GLA spleen mod
1	O=C(COc1cccc(F)c1)Oc1ccc(C(=O)c2ccccc2)cc1	-18%	-23%	7%	1%	-3%	-3%	28µM*	0%
2	COc1cc(C2c3c(-c4cc(C)cc(C)c4O)n[nH]c3C(=O)N2CCCO)cc(OC)c1OC (stereo unspecified)	1%	3%	?	-4%	0%	-6%	9%	5%
3	CCOc1ccc(Cc2nnc(SCC(N)=O)n2C)cc1	-11%	0%	12%	-1%	-2%	-5%	9%	3%
4	O=C(O)c1csc(-c2cccc(Cl)c2)n1	8%	nt	1%	nt	-6%	-1%	nt	-1%
5	COc1ccccc1NC(=O)CSc1nnc(Cc2cc(=O)[nH]c(=O)[nH]2)n1-c1ccccc1	5%	3%	2%	-12%	-2%	-2%	-4%	2%
6	Nn1c(SCC(=O)Nc2ccc3c(c2)OCO3)nnc1-c1ccc(Cl)cc1	9%	-20%	-1%	-3%	-7%	-2%	5%	-1%
7	CN1[C@@H]2CC[C@H]1CC(OC(=O)c1c[nH]c3ccccc13)C2 (stereo partly specified)	9%	nt	nt	nt	0%	nt	1%	12%
8	CC(=O)Nc1ccc(S(=O)(=O)Nc2ccc(S(=O)(=O)N3CCCC3)cc2)cc1	-7%	16%	-4%	?	0%	-2%	2.8µM*	3%
9	NC(C(=O)O)[C@H](O)C(=O)O (stereo partly specified)	11%	3%	nt	nt	3%	nt	?	-4%
10	COc1ccc(NC(=O)N(Cc2cc3cc(OC)ccc3[nH]c2=O)CC2CCCO2)cc1 (stereo unspecified)	-12%	6%	-8%	-12%	-7%	?	?	6%
11	COc1ccc(NC(=O)COC(=O)Cc2c(F)cccc2Cl)cc1OC	6%	10%	3%	0%	-3%	6%	-8%	-5%
12	O=C(O)c1ccc(-c2nc(-c3cccc(C(F)(F)F)c3)cs2)cc1	6%	2%	10%	-9%	nt	?	?	-8%
13	O=C1N=C(N2CCOCC2)S/C1=C/c1cc2c(cc1[N+](=O)[O-])OCO2	3%	nt	7%	-1%[15.4 µM]	-5%	-7%	?	-8%
14	COC(=O)c1ccc(C(=O)OC)c(NC(=O)COC(=O)C2CCCCC2)c1	16%	4%	5%	-4%	-7%	18%	?	-4%
15	CCCc1cc(=O)[nH]c(SCC(=O)NN(c2ccccc2)c2ccccc2)n1	7%	-1%	5%	-1%	-1%	-9%	-12%	-1%
16	Clc1ccc2oc(-c3cccnc3)nc2c1	8%	-2%	5%	1%	-11%	?	10%	-4%
17	O=C(CN1CCN(C(=O)c2ccco2)CC1)Nc1ccc(Cl)c(C(F)(F)F)c1	-1%	-14%	1%	-9%	-18%	6%	18µM*	-5%
18	CCOP(=O)(c1ccc(N(C)C)cc1)C(O)c1ccc(Cl)cc1 (stereo unspecified)	1%	-13%	-4%	4%	-2%	-24%	-4%	-3%
19	O=C(CN1C(=O)c2cccc3cccc1c23)N1CCN(c2cccc(Cl)c2)CC1	-4%	nt	-6%	-5%	-6%	-3%	6%	-1%
20	CCCCNC(=O)Nc1ccccc1C(=O)Nc1ccc(OC)cc1	-7%	13%	6%	7%	2%	4%	5%	3%
21	Cn1c(Cn2c(=O)sc3ccccc32)nnc1SCC(=O)NCC1CCCO1 (stereo unspecified)	3%	-13%	-1%	5%	-3%	1%	2%	-8%
22	CC(C)CN(CC(C)C)C(=O)C12CCC(C)(C(=O)O1)C2(C)C (stereo unspecified)	5%	-2%	-1%	2%	-4%	-2%	8%	4%
23	c1cncc(-c2noc(CC3CCCCC3)n2)c1	-2%	5%	4%	-10%	-24%	4%	0%	-10%
24	CC(C)NC(=O)Nc1n[nH]c(Nc2ccc(Cl)cc2)n1	7%	nt	?	-1%	-7%	0%	6%	5%
25	COc1cccc(N2C(=O)CC(N3CCc4ccccc4C3)C2=O)c1 (stereo unspecified)	-3%	nt	6%	nt	-6%	-5%	nt	-2%
26	CCOCC(=O)Nc1cc(S(=O)(=O)N2CCOCC2)ccc1N1CCCCC1	0%	nt	-2%	-8%	1%	?	2.8µM*	-15%
27	O=[N+]([O-])c1ccc(N2CCCCC2)cc1NCCOc1ccccc1	0%	-10%[1.84 µM]	2%	-6%	-3%	6%	0%	-17%
28	CCCc1nc2oc3c(NCC(C)O)ncnc3c2c2c1CCCC2 (stereo unspecified)	17%	nt	1%	nt	-1%	?	nt	-2%
29	CCn1c(=O)cc(OCC(=O)NCc2ccc(C)o2)c2ccccc21	3%	18%	5%	2%	-11%	0%	22µM*	-5%
30	CCCCCC(=O)N1CC2(CC(c3cccc(NC(=O)[C@@H]4CCC(=O)N4)c3)=NO2)C[C@@H]1C(N)=O (stereo partly specified)	0%	nt	3%	nt	-8%	-3%	nt	-4%
31	O=C(Nc1cccc(-c2cn3ccccc3n2)c1)C1CC1	9%	?	6%	4%	-4%	?	?	-2%
32	Cc1ccc(NC(=O)CN(C)C(=O)c2nn(C)c(=O)c3ccccc23)cc1	-1%	nt	7%	-1%[15.4 µM]	-1%	15%	8%	5%
33	CCOC(=O)CS(=O)(=O)c1ccccc1	0%	-6%	-15%	-10%	5%	2%	11%	0%
34	CCOC(=O)C1CCN(Cc2ccc(OC)c(C)c2OC)CC1	2%	-3%	-2%	0%	-2%	-23%	3%	-3%
35	O=C(CSc1nc2ccccc2s1)CSc1nc2ccccc2s1	9%	19%	-12%	-5%	-13%	0%	-5%	-10%
36	Cc1cc2nncn2c(Cc2ccccc2)n1	6%	-5%	2%	-2%	-6%	-2%	3%	-6%
37	CC(=O)C1=C(c2ccccc2)NC(=O)NC1c1ccc(O)c(O)c1 (stereo unspecified)	-9%	nt	?	11%	0%	?	?	-6%
38	Cc1cc(C)c(C(=O)C2OC(=O)C(C)(C)C(=O)C2(C)C)c(C)c1 (stereo unspecified)	7%	-23%	-9%	-3%	-11%	-13%	3%	-2%
39	COc1cc(OC)c2c(-c3cccc(-c4ccc(C(C)=O)cc4)c3)cc(=O)oc2c1	8%	nt	nt	nt	3%	nt	?	2%
40	COc1ccc(N(C(=O)CNC(=O)c2ccco2)C(C(=O)NC2CCCC2)c2ccncc2)cc1 (stereo unspecified)	-7%	-2%	9%	14%	11%	2%	-5%	14%
41	CCCSc1nc(C)cc(C)c1S(=O)(=O)c1ccccc1C	0%	-36%[inhibitor]	-4%	-2%	-2%	2%	?	6%
42	COC(=O)c1cc(-c2ccc(OC)c(OC)c2)on1	10%	nt	2%	4%	-11%	-10%	2%	-6%
43	COc1ccc(NC(=O)/C(=C/c2cccs2)NC(=O)c2ccco2)cc1	4%	nt	-3%	nt	0%	1%	nt	-2%
44	COc1cccc(-c2nnc(-c3ccc(C)o3)o2)c1	22%	2.8µM*	2%	0%	-2%	0%	?	-1%
45	CC1Cc2nc(SCC(=O)Nc3ccc4c(c3)OCO4)n(Cc3ccccc3)c(=O)c2S1 (stereo unspecified)	-3%	?	0%	?	-6%	?	?	0%
46	COCC(C)NC(=O)CSc1nnc(-c2cccc(S(=O)(=O)N3CCCCC3)c2)o1 (stereo unspecified)	2%	4%	-2%	-3%	5%	7%	6%	11%
47	CN(C)S(=O)(=O)c1ccc(C(=O)OCC(=O)Nc2ccc(OC(F)F)cc2)cc1	-2%	nt	4%	nt	-3%	-4%	nt	3%
48	CSc1nnc(SC)nn1	-2%	-5%	nt	nt	2%	-3%	12%	8%
49	CN1CCN(S(=O)(=O)c2cccc(C(=O)NCc3ccc(Cl)cc3)c2)CC1	-4%	-21%	4%	9%	-5%	11%	-5%	-3%
50	O=C(CSCc1ccccc1)Nc1ccccc1C(=O)Nc1ccc(C(=O)O)cc1	-4%	nt	-14%	nt	0%	1%	nt	9%
51	Cc1ccc(-c2noc(-c3ccccc3C(=O)NCC3CCCO3)n2)cc1 (stereo unspecified)	-7%	12%	4%	2%	0%	7%	?	7%
52	COc1ccc(N(CC(=O)NCc2ccccc2)S(=O)(=O)c2c(C)nn(C)c2C)cc1	1%	4%	-4%	-2%	-2%	-2%	-7%	5%
53	CC(C)(C)OC(=O)N[C@@H](Cc1ccccc1)c1nnc(S(=O)(=O)Cc2ccccc2)o1	18µM*	-85%[inhibitor]	8%	-9%	-6%	0%	?	-8%
54	CCOc1ccsc1C(=O)OC	-3%	nt	-1%	6%	3%	4%	0%	4%
55	COc1cc(/C=N/NC(=O)CCC(=O)NC2CCCCC2)ccc1C	-4%	11%	6%	1%	-6%	8%	-10%	-5%
56	CCOC(=O)C1=NN(C(=O)c2ccc(C)cc2)C(O)(c2ccc(Cl)cc2)C1 (stereo unspecified)	4%	3%	?	-13%	-11%	-22%	-5%	-9%
57	COc1ccc(C2CC(c3ccc(F)cc3)n3nc(NS(C)(=O)=O)nc3N2)cc1 (stereo unspecified)	6%	nt	1%	nt	-4%	4%	nt	-3%
58	CC(C)(C)c1nn(-c2ccccc2)c2[nH]c(=O)c(CNc3ccc4c(c3)OCCO4)cc12	-4%	-26%	-24%	-6%	0%	0%	?	5%
59	Cn1nc(C(F)(F)F)c(-c2ccc(Br)cc2)c1NC(=O)c1ccco1	1%	nt	1%	nt	-11%	-11%	nt	-17%

Screening results as filed in PubChem BioAssay.
